Pol kappa inh – DNA polymerase kappa (human) inhibition. Q9UBT6. purified Pol kappa, fluorescent DNA synthesis assay, 10 min. Potency, µM (doses to about 107 µM), for the others: at the highest dose activity, negative = inhibition, usual class: inhibitors. hit rate 0.53% among 400,000; note: % is set by controls: 0 for no effect and ±100 for the full control effect
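50 nM final substrate added after 15 min RT preincubation of 10 nM Pol kappa with compound; fluorescence read at 0 and 10 min.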
G9a inh – G9a (human) methyltransferase inhibition; Q96KQ7; G9a H3K9 monomethylation, AlphaScreen, 2 h; Potency, µM (doses to about 102 µM), for the others: at the top dose activity, negative = inhibition, most hits filed as inhibitors; hit rate 8.8% among 350,000; AID 504332; note: % is set by controls: 0 for no effect and ±100 for the full control effect; nearly all actives have a fitted effect of over 75% in size
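G9a (20 nM) preincubated 15 min RT with compounds, then 500 nM biotinylated H3K9 peptide and 20 uM SAM added; 2 h RT reaction. Monomethyl-H3K9 product detected by AlphaScreen with anti-H3K9me1 antibody, streptavidin donor and anti-rabbit IgG acceptor beads.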
APEX1 inh – APE1 (human) endonuclease inhibition; P27695; recombinant APE1, TAMRA/BHQ-2 abasic DNA cleavage fluorescence; Potency, µM (highest dose often 65.8 µM), for the others: at the top dose activity change, negative = inhibition, hits mostly inhibitors; hit rate 0.35% among 350,000;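 note: plate controls were vehicle for no effect and reference inhibitor for full effect; nearly all actives have a fitted effect of over 55% in size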
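APE1 at 0.75 nM preincubated 15 min at room temperature with compound. Reaction then started with 50 nM double-stranded THF-abasic substrate labelled with TAMRA/BHQ-2, and 525/598 nm fluorescence read kinetically. Activity taken as third-minus-first read difference, normalized to DMSO and NSC13755 controls.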
Pol iota inh – inhibitors of human DNA polymerase iota | AID 588590 | Pol iota fluorescent replication assay, 10 min | hit rate 1% among 390,000 | Q9UNA4 | Potency, µM (doses to about 115 µM), inactives show at the top dose activity, negative = inhibition, most hits filed as inhibitors
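Fluorescent replication assay read twice, at 0 min and 10 min after adding 50 nM (final) substrate. Enzyme (10 nM) and compounds were first incubated 15 min at room temperature; enzyme-free buffer wells were negative controls.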
Pol beta inh – inhibitors of human DNA polymerase beta; Potency, µM (titrated, usually from 114 µM), without a hit: top-dose activity change, negative = inhibition, most hits filed as inhibitors; P06746; Pol beta primer extension/strand displacement, fluorescence kinetic; hit rate 1.3% among 340,000; note: % is set by controls: 0 for no effect and ±100 for the full control effect
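Preincubation: enzyme (10 nM) with compound, 15 min, RT. Reaction: substrate added to 50 nM final. Reads: 0 and 10 min. Analysis: normalized, Hill fit.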
BAZ2B inh – BAZ2B (human) inhibition; Q9UIF8; AlphaScreen BAZ2B-H3K14Ac peptide displacement; Potency, µM (highest dose often 114 µM), for inactives: at the top dose activity change, negative = inhibition, actives largely listed as inhibitors; hit rate 4.4% among 360,000; AID 504333; note: % is set by controls: 0 for no effect and ±100 for the full control effect; nearly all actives have a fitted effect of over 60% in size
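AlphaScreen displacement of biotin-H3(5-23)K14Ac peptide (50 nM final) from BAZ2B (50 nM final) in PBS pH 7.4, 0.01% Tween-20; complex preformed 30 min RT, then compounds (top 110 uM) 30 min RT, beads 20 min dark.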
POLH inh – blocks human DNA polymerase eta activity; Q9Y253; recombinant Pol eta, fluorescent DNA replication assay; Potency, µM (highest dose often 114 µM), inactives show at the highest dose activity change, negative = inhibition, hits mostly inhibitors; hit rate 1.2% among 390,000; note: % is set by controls: 0 for no effect and ±100 for the full control effect
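Pol eta at 10 nM preincubated with compounds 15 min at room temperature; reaction started with fluorescent substrate (50 nM final) and read kinetically at 0 and 10 min.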
BLM helicase inh – Bloom syndrome helicase (human) inhibition; P54132; recombinant BLM DNA unwinding, fluorescence dequenching; Potency, µM (doses to about 56.1 µM), for inactives: at the highest dose activity change, negative = inhibition, actives largely listed as inhibitors; hit rate 0.2% among 350,000; AID 2528;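 note: plate controls were vehicle for no effect and no enzyme for full effect; nearly all actives have a fitted effect of over 35% in size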
Target sequence (P54132 whole entry, looked up): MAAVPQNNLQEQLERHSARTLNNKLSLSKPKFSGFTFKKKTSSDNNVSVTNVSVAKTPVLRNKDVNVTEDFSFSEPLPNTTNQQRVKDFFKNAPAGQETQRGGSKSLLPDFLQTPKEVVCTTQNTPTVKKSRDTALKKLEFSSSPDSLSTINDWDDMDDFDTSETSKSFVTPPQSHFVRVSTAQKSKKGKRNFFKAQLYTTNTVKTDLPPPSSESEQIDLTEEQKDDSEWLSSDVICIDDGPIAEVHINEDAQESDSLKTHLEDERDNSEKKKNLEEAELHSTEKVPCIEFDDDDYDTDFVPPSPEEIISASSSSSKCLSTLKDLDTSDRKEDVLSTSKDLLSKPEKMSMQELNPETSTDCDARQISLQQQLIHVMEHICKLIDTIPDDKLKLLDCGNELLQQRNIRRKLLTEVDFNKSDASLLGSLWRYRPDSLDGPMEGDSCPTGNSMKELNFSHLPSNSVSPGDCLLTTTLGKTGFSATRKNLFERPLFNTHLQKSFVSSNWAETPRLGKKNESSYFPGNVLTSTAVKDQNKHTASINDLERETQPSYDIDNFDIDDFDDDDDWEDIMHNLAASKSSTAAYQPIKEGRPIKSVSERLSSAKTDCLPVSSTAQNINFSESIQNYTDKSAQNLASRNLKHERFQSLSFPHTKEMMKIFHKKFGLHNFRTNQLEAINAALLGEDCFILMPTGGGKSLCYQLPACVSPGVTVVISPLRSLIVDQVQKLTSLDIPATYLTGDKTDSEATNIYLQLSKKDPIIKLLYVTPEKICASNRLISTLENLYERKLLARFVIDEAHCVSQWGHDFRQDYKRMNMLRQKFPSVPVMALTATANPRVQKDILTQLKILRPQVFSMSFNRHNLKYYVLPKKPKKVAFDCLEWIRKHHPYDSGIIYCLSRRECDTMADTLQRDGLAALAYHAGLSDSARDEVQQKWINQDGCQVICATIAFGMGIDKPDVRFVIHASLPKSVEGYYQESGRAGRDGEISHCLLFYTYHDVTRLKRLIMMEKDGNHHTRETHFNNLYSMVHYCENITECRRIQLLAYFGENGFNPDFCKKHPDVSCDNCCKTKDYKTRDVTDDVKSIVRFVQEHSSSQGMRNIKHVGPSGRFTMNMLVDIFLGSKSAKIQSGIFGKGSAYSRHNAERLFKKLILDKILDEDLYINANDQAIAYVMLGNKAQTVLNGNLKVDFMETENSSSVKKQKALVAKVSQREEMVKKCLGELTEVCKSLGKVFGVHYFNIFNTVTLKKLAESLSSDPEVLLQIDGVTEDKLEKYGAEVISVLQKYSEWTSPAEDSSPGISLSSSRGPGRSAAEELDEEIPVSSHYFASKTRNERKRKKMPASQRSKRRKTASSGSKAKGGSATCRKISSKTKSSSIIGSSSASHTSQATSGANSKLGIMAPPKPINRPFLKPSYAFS
JMJD2A Tudor – blocks the human JMJD2A Tudor domain | O75164 | AlphaScreen JMJD2A-Tudor / H3K4me3 peptide binding | Potency, µM (highest dose often 114 µM), without a hit: at the highest dose activity change, negative = inhibition, hits mostly inhibitors | hit rate 4.4% among 390,000; note: % is set by controls: 0 for no effect and ±100 for the full control effect; nearly all actives have a fitted effect of over 50% in size
Active calls of the source: *; & = joins results of further samples; [ ] = another dose, or the depositor's remark. Calls come from the whole dose curve; as a rule, active = well fitted curve in the direction sought with a large enough effect; inconclusive = small, poorly fitted or top-dose-only effect, or another doubt; inactive = no such curve, though single readings can be large; an effect the other way counts as inactive or inconclusive. Potency is the fitted concentration of half-maximal effect. Only part of the results is shown; rates above refer to the full screens.

Results for Cc1ccc(NC(=O)Nc2cc(S(C)(=O)=O)ccc2Cl)cc1 ?
Pol kappa inh: 2%; G9a inh: 8%; APEX1 inh: -2%; Pol iota inh: 59%[activator]; Pol beta inh: -20%; BAZ2B inh: -2%; POLH inh: -14%; BLM helicase inh: -1%; JMJD2A Tudor: 2%

Results for O=S(=O)(Nc1cccc(Oc2cnccn2)c1)c1ccc(F)cc1 ?
Pol kappa inh: 3%; G9a inh: 38%[activator][12.7 µM]; APEX1 inh: -4%; Pol iota inh: 65%[activator]; Pol beta inh: -21%; BAZ2B inh: -19%; POLH inh: -13%; BLM helicase inh: -10%; JMJD2A Tudor: -3%

Results for Cc1cccc(N2CCN(C(=O)c3c(C)nn(Cc4ccccc4Cl)c3C)CC2)c1C ?
Pol kappa inh: -16%; G9a inh: inconclusive; APEX1 inh: 4%; Pol iota inh: -13%; Pol beta inh: -8%; BAZ2B inh: 11%; POLH inh: -23%; BLM helicase inh: 2%; JMJD2A Tudor: -26%

Results for Cc1cc(C)c(C#N)c(SCc2ccc(C(=O)O)cc2)n1 ?
Pol kappa inh: 6%; APEX1 inh: -8%; Pol iota inh: 18%; Pol beta inh: 44%; BAZ2B inh: 2%; POLH inh: -7%; BLM helicase inh: 2%; JMJD2A Tudor: -8%

How did CCCN(CCC)C(=O)CSc1nnc2cc(C)c3ccccc3n12 do in these assays?
Pol kappa inh: -10%; G9a inh: inconclusive; Pol iota inh: -23%; Pol beta inh: 1%; BAZ2B inh: -2%; POLH inh: -18%; BLM helicase inh: -2%; JMJD2A Tudor: inconclusive

How did Fc1ccc(C2CC(c3cccs3)=NN2c2ccccc2)cc1 (stereo not given) do in these assays?
Pol kappa inh: -11%; G9a inh: 6%; APEX1 inh: -6%; Pol iota inh: 54%[activator]; Pol beta inh: -1%; BAZ2B inh: 250%[activator]; POLH inh: -12%; BLM helicase inh: -10%; JMJD2A Tudor: 293%[activator]

What do the screens show for `CCCCN(C(=O)c1ccc(N2CCCC2=O)cc1)c1c(N)n(Cc2ccccc2)c(=O)[nH]c1=O`?
Pol kappa inh: -3%; G9a inh: 5%[0.501 µM]; APEX1 inh: 30%; Pol iota inh: 29%; BAZ2B inh: 0%; POLH inh: -5%; JMJD2A Tudor: 6%

What do the screens show for `CCCCCC(=O)c1ccc(O)cc1O`?
Pol kappa inh: -14%; G9a inh: 20%; APEX1 inh: -1%; Pol iota inh: 21%; Pol beta inh: -3%; BAZ2B inh: -1%; POLH inh: -9%; BLM helicase inh: -2%; JMJD2A Tudor: -1%

Results for Cc1c(NC(=O)CN2C(=O)NC(CCc3ccccc3)C2=O)c(=O)n(-c2ccccc2)n1C (stereo not given) ?
Pol kappa inh: -5%; G9a inh: -19%; APEX1 inh: 1%; Pol iota inh: 1%; Pol beta inh: 3%; BAZ2B inh: -13%; POLH inh: -22%; BLM helicase inh: -2%; JMJD2A Tudor: -13%

How did CCCCC(=O)N1CC(=O)Nc2ccc(F)cc2C1c1ccccc1 (stereo not given) do in these assays?
Pol kappa inh: -3%; G9a inh: -30%; APEX1 inh: -6%; Pol iota inh: 47%[activator]; Pol beta inh: 37%; BAZ2B inh: -30%; POLH inh: -18%; BLM helicase inh: -6%; JMJD2A Tudor: -26%

How did CS(=O)(=O)Cc1ccc(C(=O)NC2CCCc3ccccc32)cc1 (stereo not given) do in these assays?
Pol kappa inh: -7%; G9a inh: 11%; APEX1 inh: 1%; Pol iota inh: 32%[activator]; Pol beta inh: 51%; BAZ2B inh: 2%; POLH inh: -7%; BLM helicase inh: 1%; JMJD2A Tudor: -13%

Results for O=C(COC(=O)Cc1ccccc1F)NNC(=O)c1ccc([N+](=O)[O-])cc1 ?
Pol kappa inh: -3%; G9a inh: -3%; APEX1 inh: 0%; Pol iota inh: 27%; BAZ2B inh: 10%; POLH inh: -2%; JMJD2A Tudor: -17%

What do the screens show for `CCc1ccc2c(CSc3nnnn3C)cc(=O)oc2c1`?
Pol kappa inh: -9%; G9a inh: 5%; APEX1 inh: 5%; Pol iota inh: 89%[activator]; Pol beta inh: 40%; BAZ2B inh: 5%; POLH inh: -15%; BLM helicase inh: -2%; JMJD2A Tudor: -14%

How did OB(O)O do in these assays?
Pol kappa inh: -13%[60.1 µM]; G9a inh: 27%[59 µM]; APEX1 inh: 14%; BLM helicase inh: -5%

How did Cc1cccc(CNC(=O)Cn2nc(C)c3nn(-c4ccc(Cl)cc4)c(C)c3c2=O)c1 do in these assays?
Pol kappa inh: -1%[60.1 µM]; G9a inh: 2%[59 µM]; Pol iota inh: 24%; Pol beta inh: -21%; BAZ2B inh: 1%; POLH inh: -12%; BLM helicase inh: -6%; JMJD2A Tudor: -2%

Results for COc1ccc(C(=O)c2oc3ccccc3c2NC(=O)c2cccc(OC)c2)cc1 ?
Pol kappa inh: 2%; G9a inh: 6%[59 µM]; Pol iota inh: 40%[activator]; Pol beta inh: -7%; BAZ2B inh: 14%; POLH inh: 1%; BLM helicase inh: -1%; JMJD2A Tudor: 2%

What do the screens show for `CCSc1ncc(Cl)c(C(=O)Nc2ccc(S(=O)(=O)Nc3ncccn3)cc2)n1`?
Pol kappa inh: -1%&7%; G9a inh: -14%; APEX1 inh: 14%; Pol iota inh: 34%&-8%; Pol beta inh: 36%&37%; BAZ2B inh: -1%&-1%; POLH inh: -24%&-2%; BLM helicase inh: 0%&6%; JMJD2A Tudor: -13%&-21%

How did COc1ccccc1C(=O)NCCC(=O)NC(C)c1ccc(-n2ccnc2)cc1 (stereo not given) do in these assays?
Pol kappa inh: 5%; G9a inh: 20µM*; APEX1 inh: 45%[activator]; Pol iota inh: 24%; BAZ2B inh: -14%; POLH inh: -13%; JMJD2A Tudor: -16%

What do the screens show for `CCN(CC)C(=O)Cn1cc(C(=O)C(=O)N2CCN(C)CC2)c2ccccc21`?
Pol kappa inh: -13%; APEX1 inh: -9%; Pol iota inh: 9%; Pol beta inh: 37%; BAZ2B inh: 3%; POLH inh: -7%; BLM helicase inh: 0%; JMJD2A Tudor: -2%

What do the screens show for `Fc1ccccc1CSc1nnc(-c2cccnc2)o1`?
Pol kappa inh: 0%; G9a inh: 2%; APEX1 inh: 0%; Pol iota inh: 1%; Pol beta inh: -1%; BAZ2B inh: 2%; POLH inh: 2%; BLM helicase inh: -3%; JMJD2A Tudor: -7%

What do the screens show for `Cc1cccnc1NC(=O)C12CCC(C)(C(=O)O1)C2(C)C` (stereo not given)?
Pol kappa inh: -3%; G9a inh: -9%[12.7 µM]; APEX1 inh: 10%; Pol iota inh: 16%; Pol beta inh: 23%; BAZ2B inh: 6%; POLH inh: -12%; BLM helicase inh: 0%; JMJD2A Tudor: 9%

Results for O=C1CCC(C(=O)N2CCCCO2)CN1CCc1ccc(Cl)cc1 (stereo not given) ?
Pol kappa inh: -3%; G9a inh: 9%; APEX1 inh: 48%[activator]; Pol iota inh: 11%; Pol beta inh: 1%; BAZ2B inh: 2%; POLH inh: -17%; BLM helicase inh: -1%; JMJD2A Tudor: -6%

What do the screens show for `C=CCn1c(CSCc2ccc(Cl)cc2Cl)nnc1SCC(=O)Nc1ccc(C(=O)O)cc1`?
Pol kappa inh: -3%; G9a inh: inconclusive; APEX1 inh: -5%; Pol iota inh: inconclusive; Pol beta inh: 0%; BAZ2B inh: -13%; POLH inh: -2%; BLM helicase inh: 1%; JMJD2A Tudor: -15%

What do the screens show for `O=C(NCCCN1CCCC1=O)C(=O)NCC1OCCN1S(=O)(=O)c1ccc(Cl)cc1` (stereo not given)?
Pol kappa inh: -5%; APEX1 inh: 4%; Pol iota inh: 31%[activator]; Pol beta inh: 43%; BAZ2B inh: -2%; POLH inh: -5%; BLM helicase inh: -1%; JMJD2A Tudor: 1%

How did O=C(CNC(=O)Cn1cnc2sc3c(c2c1=O)CCCC3)NCc1ccccn1 do in these assays?
Pol kappa inh: -15%; G9a inh: -32%; APEX1 inh: -3%; Pol iota inh: 0%; Pol beta inh: 45%; BAZ2B inh: 4%; POLH inh: -2%; BLM helicase inh: -3%; JMJD2A Tudor: -4%

How did O=C(Nn1cnnc1)c1csc2ccccc12 do in these assays?
Pol kappa inh: -1%; G9a inh: inconclusive; APEX1 inh: 3%; Pol iota inh: -4%[58.9 µM]; Pol beta inh: -25%; BAZ2B inh: -18%; POLH inh: -14%; BLM helicase inh: 1%; JMJD2A Tudor: -11%

What do the screens show for `COc1ccc(CC(=O)NCc2ccc3c(c2)CCN3C(C)=O)cc1`?
Pol kappa inh: -1%[60.1 µM]; G9a inh: 2%[59 µM]; Pol iota inh: 9%; Pol beta inh: 15%; BAZ2B inh: 0%; POLH inh: 3%; BLM helicase inh: 3%; JMJD2A Tudor: -7%

How did O=C(O)c1cccc(S(=O)(=O)Nc2ccc(O)c(Sc3nc4ccccc4s3)c2)c1 do in these assays?
Pol kappa inh: -28%; APEX1 inh: 9%; Pol iota inh: inconclusive; Pol beta inh: 17%; BAZ2B inh: -2%; POLH inh: inconclusive; BLM helicase inh: 1%; JMJD2A Tudor: -10%

Results for COc1ccc(OC)c(CC(NC(C)=O)C(=O)NC2CCN(c3nnnn3-c3ccccc3)CC2)c1 (stereo not given) ?
Pol kappa inh: -5%; G9a inh: -9%[12.7 µM]; APEX1 inh: 23%; Pol iota inh: 18%; Pol beta inh: -10%; BAZ2B inh: 6%; POLH inh: -20%; BLM helicase inh: 1%; JMJD2A Tudor: 11%

Results for Cc1ccccc1OCCn1cc(C(=O)O)c2ccccc21 ?
Pol kappa inh: -19%; G9a inh: 2%; APEX1 inh: -1%; Pol iota inh: 6%; Pol beta inh: 4%; BAZ2B inh: -13%; POLH inh: 5%; BLM helicase inh: 2%; JMJD2A Tudor: -6%

Two records picked at random from those above:
How did O=C(CNC(=O)Cn1cnc2sc3c(c2c1=O)CCCC3)NCc1ccccn1 do in these assays?
Pol kappa inh: -15%; G9a inh: -32%; APEX1 inh: -3%; Pol iota inh: 0%; Pol beta inh: 45%; BAZ2B inh: 4%; POLH inh: -2%; BLM helicase inh: -3%; JMJD2A Tudor: -4%

What do the screens show for `CCc1ccc2c(CSc3nnnn3C)cc(=O)oc2c1`?
Pol kappa inh: -9%; G9a inh: 5%; APEX1 inh: 5%; Pol iota inh: 89%[activator]; Pol beta inh: 40%; BAZ2B inh: 5%; POLH inh: -15%; BLM helicase inh: -2%; JMJD2A Tudor: -14%

Assay outcomes as filed in PubChem BioAssay.
